Compound activity: PubChem, several laboratories
PriA SSB inh: inhibitors of Klebsiella pneumoniae PriA binding to SSB C-terminal tail; AlphaScreen SSBct-PriA binding, biotinylated peptide; inhibition, % at 33 µM; hit rate 0.6% among 430,000; AID 1272365; in the data active = inhibition mostly above about 37%, no sharp cut-off; inactive = mostly below about 20%;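 note: plate controls were negative control peptide for no effect and reference peptide for full effect; strong numbers were not always called active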
MazF activator: increases E. coli MazEF RNase cleavage of RNA; P0AE70; FAM/BHQ RNA-DNA oligo cleavage fluorescence, 5 h; activation, % at 20 µM; hit rate 0.32% among 350,000; in the data active = activation above about 50%
Target sequence (P0AE70 whole entry, looked up): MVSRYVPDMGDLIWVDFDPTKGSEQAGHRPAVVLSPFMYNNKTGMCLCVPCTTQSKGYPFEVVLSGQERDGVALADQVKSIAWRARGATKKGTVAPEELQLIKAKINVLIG
Anthrax LF inh2: inhibitors of Bacillus anthracis lethal factor protease | P15917 | multiplex microsphere protease cleavage assay, LF | inhibition, % at 10 µM | hit rate 0.12% among 360,000; note: plate controls were buffer without enzyme for full effect and enzyme alone for no effect
Target sequence (P15917 whole entry, looked up): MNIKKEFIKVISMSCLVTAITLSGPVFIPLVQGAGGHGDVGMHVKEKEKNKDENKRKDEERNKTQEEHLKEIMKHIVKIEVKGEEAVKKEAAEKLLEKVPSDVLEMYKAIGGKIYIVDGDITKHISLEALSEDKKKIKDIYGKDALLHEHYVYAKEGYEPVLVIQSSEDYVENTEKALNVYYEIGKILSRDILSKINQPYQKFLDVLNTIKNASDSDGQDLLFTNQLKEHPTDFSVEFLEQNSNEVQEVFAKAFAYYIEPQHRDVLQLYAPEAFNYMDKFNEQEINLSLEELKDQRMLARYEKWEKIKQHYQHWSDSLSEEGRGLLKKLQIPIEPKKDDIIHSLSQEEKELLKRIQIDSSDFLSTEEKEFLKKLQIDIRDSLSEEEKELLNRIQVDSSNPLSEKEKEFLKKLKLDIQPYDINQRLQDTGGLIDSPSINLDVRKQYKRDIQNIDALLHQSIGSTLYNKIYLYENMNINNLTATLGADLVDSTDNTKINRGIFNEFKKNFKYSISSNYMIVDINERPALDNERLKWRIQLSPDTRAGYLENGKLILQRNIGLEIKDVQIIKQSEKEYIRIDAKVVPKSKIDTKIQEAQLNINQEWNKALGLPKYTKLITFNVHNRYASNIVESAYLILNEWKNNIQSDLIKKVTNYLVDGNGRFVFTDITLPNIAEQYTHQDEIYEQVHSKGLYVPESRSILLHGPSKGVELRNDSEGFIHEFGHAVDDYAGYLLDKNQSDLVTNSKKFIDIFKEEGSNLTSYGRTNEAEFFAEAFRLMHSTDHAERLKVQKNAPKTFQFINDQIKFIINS
PrPC surface inh: inhibitors of human cell surface prion protein PrPC; P04156; TR-FRET read-out; inhibition, % at 13.8 µM; hit rate 0.43% among 370,000; AID 720596; in the data active = inhibition above about 24%; note: 0% = median of the test wells and 100% = reference compound wells
Rv3671c inh: Rv3671c (M. tuberculosis) protease inhibition. P9WHR9. AID 2606. hit rate 0.048% among 320,000. inhibition, % at 5.96 µM; in the data active = inhibition above about 38%;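 note: extracellular domain of Rv3671c used as enzyme; 0% = enzyme with DMSO and 100% = no enzyme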
BoNT-A LC inh2: inhibitors of Botulinum neurotoxin A light chain protease | AID 588499 | multiplex microsphere protease substrate cleavage, flow cytometry | hit rate 0.17% among 360,000 | inhibition, % at 10 µM; note: plate controls were buffer without enzyme for full effect and enzyme alone for no effect
BoNT-F LC inh: inhibitors of Botulinum neurotoxin F light chain protease; Multiplex microsphere protease cleavage assay, flow cytometry; inhibition, % at 10 µM; hit rate 0.22% among 360,000; AID 588497; in the data active = inhibition above about 35%, passing the limit was not always enough; note: plate controls were buffer without enzyme for full effect and enzyme alone for no effect
CCHF vOTU inh: blocks the CCHF virus ovarian tumor domain protease | CCHFV vOTU protease, Pep-AMC fluorescence | inhibition, % at 11.5 µM | hit rate 0.55% among 370,000 | AID 651958; in the data active = inhibition above about 30%; note: 0% = vehicle wells with enzyme and 100% = no enzyme wells
3CLpro inhibitor: SARS-CoV 3CLpro protease inhibition; AID 1706; P0C6X7; hit rate 0.14% among 290,000; inhibition, % at 6 µM; recombinant SARS-CoV 3CLpro, quenched FRET peptide cleavage; in the data active = inhibition above about 12%
DUSP3 inh: inhibitors of human VHR1 phosphatase (DUSP3). P51452. recombinant VHR phosphatase, pNPP absorbance. inhibition, % at 13.3 µM. hit rate 0.52% among 290,000; in the data active = inhibition above about 50%; note: some compounds called inactive have numbers as strong as hits
Target sequence (P51452 whole entry, looked up): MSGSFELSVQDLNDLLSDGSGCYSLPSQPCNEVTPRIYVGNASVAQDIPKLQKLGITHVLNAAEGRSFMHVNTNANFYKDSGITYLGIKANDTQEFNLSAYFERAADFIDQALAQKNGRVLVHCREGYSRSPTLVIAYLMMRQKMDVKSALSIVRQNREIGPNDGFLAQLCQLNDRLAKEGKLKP
* marks the source's active call; other numbers are inactive results; i = inactive; nt = no result given; & = joins results of further samples. Cut-off read from the data, not from the text of the source, unless noted: active = inhibition above about 30%; inconclusive = no clear call, values can overlap the other calls; inactive = below that. The list is partial; the hit share may differ from the screen's.

SMILES	PriA SSB inh	MazF activator	Anthrax LF inh2	PrPC surface inh	Rv3671c inh	BoNT-A LC inh2	BoNT-F LC inh	CCHF vOTU inh	3CLpro inhibitor	DUSP3 inh
COC(=O)[C@@]1(Cc2ccc(OC)cc2)[C@H]2c3cc(C(=O)N4CCCC4)n(Cc4ccccn4)c3C[C@H]2CN1C(=O)c1ccccc1	nt	nt	-11.2	-12.0	nt	-1.6	-4.4	10.9	nt	nt
COc1ccc(-c2c(C)nn3c(Cl)c(C)c(C)nc23)cc1	-10.4	-29.3	12.5	8.4	-1.0	-0.2	-21.2	-4.3	3.0	0.1
O=c1[nH]c2c(s1)C(c1cccnc1)C1C3CCC(C3)C1S2 (centres undefined)	-2.7	-1.9	-11.4	nt	-1.5	0.0	4.5	nt	-1.6	4.8
CN(CC(=O)Nc1ccc(Cl)c(S(=O)(=O)N(C)C)c1)Cc1ccccc1	4.3	1.5	-10.2	2.3	3.6	-5.0	-35.4	6.4	1.6	31.7
O=C(CSc1ncn[nH]1)Nc1ccc(Br)cc1F	-6.2	9.4	0.0	8.7	2.3	0.4	1.1	-0.2	2.2	4.2
COc1ccc(N=C2C=CC(=O)O2)cc1	5.7	7.0	-3.6	8.7	nt	-0.1	-3.2	-4.4	nt	nt
CCc1ccccc1Nc1nc(N)nc(COC(=O)CCC(=O)c2ccc(F)cc2)n1	-5.6	-3.3	-2.4	nt	-1.6	0.5	-4.5	nt	nt	nt
CCOC(=O)N1CCN(C(=O)CSc2nc3c(cnn3-c3ccc(Cl)cc3)c(=O)[nH]2)CC1	-2.4	3.9	-3.0	3.8	-4.4	0.2	-4.0	1.3	5.9	25.2
COc1ccc(NC(=O)c2cc(NC(=O)C3CCCCC3C(=O)O)ccc2N2CCOCC2)cc1 (centres undefined)	1.7	3.2	0.1	1.8	8.3	-2.5	5.5	-4.9	0.7	-5.5
Nc1ccc(-n2nncc2-c2ccco2)cc1	8.8	-8.7	-1.0	4.3	-3.8	-0.9	-9.8	5.3	2.0	26.8
COc1ccc(N2CCN(C(=O)Nc3ccccc3Cl)CC2)cc1	-8.3	3.8	-7.7	-4.5	-4.4	-0.7	3.7	-2.1	4.4	11.1
CCC(Sc1nc2sc(C(=O)OC)c(C)c2c(=O)n1N)C(=O)NCC1CCCO1 (centres undefined)	-23.4	2.2	-2.2	7.5	-3.2	-0.5	0.9	-6.3	-6.3	-5.0
COc1ccccc1NCC(=O)NN=C1CCS(=O)(=O)c2ccc(F)cc21	-9.2	2.2	-9.1	2.2	-6.7	-3.4	-7.7	9.0	nt	nt
CNc1[nH]ncc1[N+](=O)[O-]	-20.1	-3.5	-4.5	-2.4	-2.8	2.1	6.5	4.8	-3.0	5.5
CCC1([N+](=O)[O-])COP(N)(=O)OC1 (centres undefined)	-14.9	7.7	-0.7	-4.3	nt	0.5	-2.5	-8.7	nt	nt

Just PrPC surface inh, for 2 of the compounds above:
Molecule | PrPC surface inh
CNc1[nH]ncc1[N+](=O)[O-] | -2.4
CCC1([N+](=O)[O-])COP(N)(=O)OC1 (centres undefined) | -4.3

Going on with the list:
SMILES	PriA SSB inh	MazF activator	Anthrax LF inh2	PrPC surface inh	Rv3671c inh	BoNT-A LC inh2	BoNT-F LC inh	CCHF vOTU inh	3CLpro inhibitor	DUSP3 inh
O=C(COC(=O)CCNS(=O)(=O)c1ccccc1F)Nc1nnc(-c2ccccc2)o1	-8.2	7.4	0.3	6.3	5.3	1.3	2.3	1.2	nt	nt
N#CCCN1CCCN(CCC#N)CCN(CCC#N)CCCN(CCC#N)CC1	-4.1	-1.9	8.5	0.6	-3.4	0.8	-33.4	-10.2	-2.8	20.7
CCOC(=O)c1csc(NC(=O)c2ccc(S(=O)(=O)N3CCCC3)cc2)n1	-11.6	-20.9	-3.1	2.6	-3.2	-0.2	-1.2	-2.7	1.6	-9.1
Cc1ccc(Nc2nc3nonc3[nH]c2=O)cc1Cl	-13.6	0.1	6.8	7.8	-38.6	-0.2	-9.6	17.7	2.6	16.0
Clc1cnc(N/N=C/c2ccncc2)c(Cl)c1	nt	-0.9	-0.8	-18.4	-10.4	-1.0	1.9	3.2	-0.5	-7.5
CC(NC(=O)CCSc1nc(-c2ccco2)cc(C(F)(F)F)n1)c1ccccc1 (centres undefined)	-1.1	-0.7	-3.1	-0.2	-9.3	0.6	-5.0	25.4	0.8	16.7
Cc1c(C(=O)c2ccccc2)oc2ccc3ccccc3c12	-8.6	-2.9	nt	-4.5	-10.2	nt	nt	-3.6	-1.5	8.7
COc1ccc(C(=O)NCC(=O)OCC(=O)NC(=O)c2ccc(C(C)(C)C)cc2)cc1OC	-10.9	5.0	-4.2	-6.8	-0.1	0.4	-2.4	26.6	nt	nt
CCOC(=O)c1csc(NC(=O)C(C)(C)C)n1	-10.5	4.4	-1.4	9.2	-0.8	-0.6	-9.7	10.2	-1.4	4.0
COc1ccc(-c2nc(CN3CCN(c4ccccc4OC)CC3)c(C)o2)cc1	27.0	-23.7	-3.4	2.5	-1.1	0.9	-2.4	3.7	-1.2	44.3
CC(=O)Nc1ccc(C(=O)N2CCOCC2c2cc(C(=O)NCc3ccccc3)no2)cc1 (centres undefined)	nt	nt	0.2	7.8	nt	0.0	5.1	2.4	nt	nt
COc1ccccc1/C=N/NC(=O)NC12CC3CC(CC(C3)C1)C2	nt	13.2	1.3	3.7	-7.0	-1.1	-11.2	1.9	7.2	nt
O=C(Oc1ccc(-c2cnc3ccccc3n2)cc1)c1cc([N+](=O)[O-])ccc1Cl	-25.2	-4.4	0.7	-0.3	0.1	-0.2	-1.0	3.1	1.6	3.0
O=C(CSc1nnnn1-c1ccccc1)Nc1nsc(-c2ccccc2)n1	-14.3	-4.5	-4.9	3.9	1.4	-1.8	-10.2	1.9	7.9	22.7
CCn1c(=S)sc2c(=O)n(CC(=O)Nc3ccccc3OC)c(C)nc21	-6.9	2.4	-0.4	-0.9	4.0	-0.5	1.7	7.5	7.3	2.8
O=c1[nH]cc(-c2ccccc2)c(=O)[nH]1	-11.2	5.8	-9.9	-1.3	-0.4	1.1	-9.1	-5.1	-1.3	40.5
COc1ccc(N2C(=O)/C(=C/c3ccco3)C(=O)NC2=S)cc1	2.4	-17.5	13.2	-1.4	-6.7	3.0	22.3	11.4	1.0	nt
Cc1nn(C(=O)Cn2ccc([N+](=O)[O-])n2)c(C)c1Br	-10.1	14.5	3.1	1.7	-19.1	-0.7	-20.6	-15.2	-2.8	-0.8
O=S(=O)(/C=C/c1ccccc1)N1CCN(c2ccccc2)CC1	-3.5	-7.1	3.1	1.1	1.5	-0.3	0.9	16.3	-0.5	35.9
CC1c2cc3c(cc2CCN1C(=O)c1cccc(Cl)c1)OCCCO3 (centres undefined)	17.6	3.5	3.3	14.1	-2.4	1.9	-5.9	7.0	0.3	2.3
O=C(Cn1c(=O)oc2cc(S(=O)(=O)N3CCCC3)ccc21)Nc1ccc(C(F)(F)F)cc1	-6.1	-12.2	-7.0	-2.5	-7.3	0.6	13.2	-5.8	-5.1	18.6
CS(=O)(=O)c1cccc(C(=O)Nc2ccc(-c3nc4ccccc4[nH]3)cc2)c1	-6.0&-8.8	2.5	-2.1	-3.6	-21.3	0.4	5.4	6.4	-6.5	14.2
COc1cccc2oc(-c3ccco3)cc(=O)c12	-29.0	3.0	-6.7	-5.4	21.7	-0.3	-7.0	11.0	1.9	3.9
Cc1cccc(/C(N)=N/OC(=O)c2ccc(Cl)cc2Cl)c1	i	-6.9	0.2	7.3	-6.8	-1.0	-21.7	-9.3	3.6	4.6
O=C(O)c1ccc2ncsc2c1	3.6&20.0	2.5	nt	5.7	-1.9	nt	nt	-8.5	16.5*	21.7
O=S(=O)(Nc1ccc2c(c1)nc1n2CCOC1)c1ccccc1	1.3	-8.2	1.5	-4.3	1.1	6.1	11.5	-7.4	-4.5	-1.8
COc1ccc(Cl)cc1Nc1nc(NCCO)nc(N2CCCCC2)n1	-1.1	-3.6	2.6	-1.6	-0.9	-0.1	-0.1	3.2	nt	nt
CCCc1cc(=O)oc2cc(OCC(=O)Nc3ccccn3)ccc12	-2.6	0.5	3.1	1.7	-5.0	-0.6	-7.2	5.7	4.8	-3.6
N#CC1C(=O)NC(=O)C(C#N)C12CCCCC2 (centres undefined)	nt	nt	5.9	10.6	nt	0.3	-4.0	-2.0	nt	nt
CCn1c(/C=C/c2ccccc2C)nc2ccccc2c1=O	-10.2	-15.4	-9.5	-13.6	-1.6	-0.2	-1.0	14.8	-2.7	5.0

One compound at a time, as listed above.
Record of CC1c2cc3c(cc2CCN1C(=O)c1cccc(Cl)c1)OCCCO3 (centres undefined) : PriA SSB inh: 17.6; MazF activator: 3.5; Anthrax LF inh2: 3.3; PrPC surface inh: 14.1; Rv3671c inh: -2.4; BoNT-A LC inh2: 1.9; BoNT-F LC inh: -5.9; CCHF vOTU inh: 7.0; 3CLpro inhibitor: 0.3; DUSP3 inh: 2.3
Record of O=C(COC(=O)CCNS(=O)(=O)c1ccccc1F)Nc1nnc(-c2ccccc2)o1 : PriA SSB inh: -8.2; MazF activator: 7.4; Anthrax LF inh2: 0.3; PrPC surface inh: 6.3; Rv3671c inh: 5.3; BoNT-A LC inh2: 1.3; BoNT-F LC inh: 2.3; CCHF vOTU inh: 1.2; 3CLpro inhibitor: nt; DUSP3 inh: nt
Record of Nc1ccc(-n2nncc2-c2ccco2)cc1 : PriA SSB inh: 8.8; MazF activator: -8.7; Anthrax LF inh2: -1.0; PrPC surface inh: 4.3; Rv3671c inh: -3.8; BoNT-A LC inh2: -0.9; BoNT-F LC inh: -9.8; CCHF vOTU inh: 5.3; 3CLpro inhibitor: 2.0; DUSP3 inh: 26.8

Additional entries follow.
SMILES	PriA SSB inh	MazF activator	Anthrax LF inh2	PrPC surface inh	Rv3671c inh	BoNT-A LC inh2	BoNT-F LC inh	CCHF vOTU inh	3CLpro inhibitor	DUSP3 inh
O=C(O)CNC(=O)c1nc(-c2ccccc2)n(-c2ccccc2)n1	4.0	-2.7	-2.2	3.7	4.7	-1.3	-2.9	-15.9	4.4	-2.2
COc1cccc(NC2=C(NCCO)C(=O)c3ccccc3C2=O)c1	62.1	29.3	nt	-18.5	-5.6	nt	nt	34.6*	-4.9	-18.5
COc1ccc(NS(=O)(=O)c2cccc3cccnc23)cc1Cl	-5.5	-5.4	-6.0	7.2	-8.0	-1.3	-0.9	-5.6	-0.5	5.9
CCOc1ccc(S(=O)(=O)N/N=C(\C)c2ccc3c(c2)OCO3)cc1	nt	3.1	1.5	-0.8	nt	-1.1	-1.1	-0.9	3.6	7.7
O=C(O)[C@H](CSCc1ccccc1)NS(=O)(=O)c1ccc(F)cc1	-14.5	-1.4	-0.5	7.6	5.3	-0.9	-1.2	-6.2	2.6	-1.2
CC(NC(=O)Cn1cc(C(=O)C2CC2)c2ccccc21)c1ccccc1 (centres undefined)	-1.6	5.7	1.7	-4.3	-8.6	0.0	3.0	8.7	-6.3	-1.1
Cc1cccc(NC(=O)CC2SC(=O)N(c3ccccc3)C2=O)c1 (centres undefined)	0.4	-0.5	-9.2	0.1	-4.0	-1.1	-1.4	1.6	-0.8	2.0
CCOc1ccc2ccccc2c1/C=N\NC(=O)OC	nt	-2.3	-2.9	20.5	-0.2	-2.0	-13.1	-0.4	5.8	7.4
Cc1cccc(C)c1NC(=O)COc1ccc2c(C)c(Cc3ccccc3)c(=O)oc2c1	1.9	-10.8	-2.0	-0.9	-3.6	-1.3	-7.3	-14.6	6.3	27.0
O=C(CCCN1C(=O)c2ccccc2C1=O)Nc1nccs1	-6.4	4.2	-0.8	-5.8	-0.6	-0.3	-10.2	9.3	9.8	22.8
O=C1CC(c2ccco2)CC(O)=C1C=NCCN1CCN(C(=O)Nc2ccc(Cl)cc2)CC1 (centres undefined)	-3.6	2.8	0.0	4.6	2.2	-0.2	-4.1	11.4	0.8	2.6
CCCCNC(=O)C1(C)CCCCN1C(=O)c1oc2ccccc2c1C (centres undefined)	nt	nt	-9.6	1.7	nt	-1.4	-12.2	-6.7	nt	nt
CC(=O)C[C@H]1c2cc(C(F)(F)F)ccc2S(=O)(=O)N1c1ccccc1	-7.3	3.5	0.5	2.2	2.0	-0.2	-6.1	3.3	nt	nt
